High-throughput results: PubChem BioAssay, NMMLSC
Yeast superoxide – yeast age-related superoxide inhibition as caloric restriction mimetic. S. cerevisiae aged cells, superoxide DHE fluorescence; active compounds read low. superoxide response (% of plate mean), % at 10 µM. 0.18% of 330,000 active;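 active = superoxide response under a set limit, about three screen SD below normal, cut at about 65% in these data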;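 also: yeast aged for seven days with compound at 30 °C before DHE staining; 100% = average MFI of all compound-treated wells on the plate with controls excluded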
GRK2 inh – blocks RNA aptamer binding to human GRK2 | P25098 | bead flow cytometry, FAM-aptamer displacement from GRK2 | inhibition of aptamer binding, % at 10 µM | 0.59% of 330,000 active | AID 488847;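 active = inhibition of aptamer binding above 40%, roughly 3 SD of noise, on plates passing a quality check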;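 also: median bead fluorescence of bound FAM aptamer so fluorescent compounds give negative values; no value below 0 was filed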
Target sequence (P25098 whole entry, looked up): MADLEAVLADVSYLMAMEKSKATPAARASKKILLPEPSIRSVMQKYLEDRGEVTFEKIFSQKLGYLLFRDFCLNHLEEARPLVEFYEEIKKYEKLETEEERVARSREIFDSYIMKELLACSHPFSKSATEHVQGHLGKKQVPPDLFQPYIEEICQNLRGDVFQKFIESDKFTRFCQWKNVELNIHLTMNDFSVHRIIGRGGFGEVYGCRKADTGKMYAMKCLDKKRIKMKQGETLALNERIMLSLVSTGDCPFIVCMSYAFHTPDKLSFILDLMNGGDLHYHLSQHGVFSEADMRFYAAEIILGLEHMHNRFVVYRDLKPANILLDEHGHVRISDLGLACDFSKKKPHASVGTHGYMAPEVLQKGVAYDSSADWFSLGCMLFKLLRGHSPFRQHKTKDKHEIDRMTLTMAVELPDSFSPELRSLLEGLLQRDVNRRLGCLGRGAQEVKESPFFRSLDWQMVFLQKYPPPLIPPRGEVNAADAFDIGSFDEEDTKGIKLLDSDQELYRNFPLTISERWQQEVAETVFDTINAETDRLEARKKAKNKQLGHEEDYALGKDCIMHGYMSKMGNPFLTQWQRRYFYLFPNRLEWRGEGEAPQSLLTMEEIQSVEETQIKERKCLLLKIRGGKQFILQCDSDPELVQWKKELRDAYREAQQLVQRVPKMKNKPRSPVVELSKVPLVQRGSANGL
AGP1-GFP MLPCN – modulators of TOR pathway AGP1-GFP in S. cerevisiae; GFP response vs DMSO, % at 10 µM; AID 2066; 0.02% of 320,000 active; S. cerevisiae AGP1-GFP multiplex flow cytometry, 3 h; GFP as percent of DMSO wells;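 active = GFP response relative to DMSO above a set limit, near screen average plus 3 SD, cut at about 150% in these data; inconclusive = fewer than 70 cells counted for the yeast strain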;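 also: median GFP channel fluorescence of the gated AGP1 strain per well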
RPL19A TOR yeast – modulators of TOR pathway RPL19A-GFP in S. cerevisiae | S. cerevisiae RPL19A-GFP strain, flow cytometry, 3 h; active compounds read low | percent response vs DMSO, % at 10 µM | 0.3% of 330,000 active | AID 2025;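 active = percent response vs DMSO below 50%; inconclusive = fewer than 70 events counted for the yeast strain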;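 also: median channel GFP fluorescence of the barcoded RPL19A-GFP strain; ratio of sample median GFP to plate DMSO average so 100% = DMSO; lower means less RPL19A-GFP as with rapamycin TOR inhibition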
MEP2 TOR yeast – yeast TOR pathway MEP2-GFP modulation; S. cerevisiae MEP2-GFP strain, flow cytometry GFP, 3 h; 100% = DMSO control level; GFP response vs DMSO, % at 10 µM; 0.51% of 330,000 active; AID 2016;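 active = GFP response versus DMSO above a set limit, roughly screen mean plus 3 SD, cut at about 180% in these data; inconclusive = fewer than 70 cells counted for a yeast strain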;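 also: median GFP fluorescence of the barcode-gated MEP2-GFP cells per well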
CIT2 TOR yeast – alters CIT2-GFP fluorescence in TOR pathway yeast screen; GFP response vs DMSO, % at 10 µM; 0.065% of 320,000 active; S. cerevisiae CIT2-GFP strain, flow cytometry, 3 h; 100 means same as DMSO wells;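 active = GFP response relative to DMSO above a set limit, near the screen mean plus 3 SD, cut at about 150% in these data; inconclusive = Fewer than 70 cells measured for a yeast strain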;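 also: ratio of well median GFP fluorescence to mean of DMSO wells on the plate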
VLA-4 inh – inhibition in a human VLA-4 binding assay; P13612; VLA-4 expressing cells, ligand binding flow cytometry; inhibition, % (about 7 µM as worked out from the volumes in the protocol); 0.2% of 330,000 active; in the data active = inhibition above about 50%
LAP4 TOR yeast – alters LAP4-GFP fluorescence in TOR pathway yeast screen; GFP response vs DMSO, % at 10 µM; 0.34% of 320,000 active; S. cerevisiae LAP4-GFP multiplex, flow cytometry GFP, 3 h; median GFP as percent of DMSO wells; AID 2023;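 active = GFP response vs DMSO above a set limit, about the screen mean plus 3 SD, cut at about 150% in these data; inconclusive = under 70 cell events counted for the yeast strain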
* = called active by the depositor; ? = inconclusive; nt = no result given; [ ] = another dose, or the depositor's remark.

SMILES	Yeast superoxide	GRK2 inh	AGP1-GFP MLPCN	RPL19A TOR yeast	MEP2 TOR yeast	CIT2 TOR yeast	VLA-4 inh	LAP4 TOR yeast
N#C/C(C(=O)NCc1ccco1)=C1/SC=C(c2ccccc2)N1c1ccccc1	135.0	10.0	103.8	108.7	110.8	108.0	0.2	99.1
CCn1c(CNC(=O)c2ccco2)nnc1SCC(=O)Nc1cccc(F)c1	106.8	0.0	98.6	99.5	97.0	95.3	8.3	96.9
CC(c1nccs1)N(C)C(=O)CCc1nnc(CCc2ccccc2)o1 (stereo not drawn)	100.9	5.0	99.5	96.9	88.7	103.9	-2.9	97.7
Cc1ccc(NC(=O)CC2OC(=O)c3ccccc32)cc1S(=O)(=O)N1CCOCC1 (stereo not drawn)	86.3	5.0	95.3	95.8	97.4	86.6	-0.4	93.9
CN(C(=O)COC(=O)C12CC3CC(CC(Cl)(C3)C1)C2)c1ccccc1	107.6	0.0	111.9	101.5	122.7	95.5	0.8	100.2
Cc1cccc(C(=O)N/C(=C\c2ccco2)C(=O)N2CCCCCC2)c1	81.9	2.0	95.0	87.0	88.1	94.0	17.2	98.9
Cc1cc(Oc2ccccc2)nc(-c2ccccc2)n1	90.4	2.0	111.8	110.8	115.5	116.9	8.2	116.3
Cc1cnc(NC(=O)c2ccc(Cl)nc2)s1	94.9	1.0	94.8	105.8	110.3	98.9	-2.7	96.6
CC1=C/C(=N\OS(=O)(=O)c2ccccc2)C=CC1=O	108.7	2.0	74.0	75.3	105.8	95.5	24.0	257.1*
Cc1ccccc1C(=O)NNC(=O)c1ccncc1	103.0	0.0	107.6	99.7	101.0	103.4	-9.3	94.3
COc1ccc(C(=O)NC(=S)NNC(=O)c2ccc(O)cc2)cc1[N+](=O)[O-]	109.1	0.0	104.4	102.7	103.0	102.6	-5.7	91.3
CC(C)N(C(=O)CN(C#N)c1nc(N(C)C)nc(N(C)C)n1)c1ccccc1	86.5	1.0	91.5	90.6	97.0	101.8	-1.1	92.7
CCOc1cc(OCC)cc(C(=O)Nc2cccc(C(C)=O)c2)c1	86.3	0.0	94.4	99.2	105.2	96.4	7.5	110.7
CCCOC(=O)CSc1nc(N)c(C#N)c(-c2ccco2)c1C#N	96.3	0.0	100.4	95.6	94.3	94.7	-27.4	99.6
CCOC(=O)CSc1nc2sc3c(c2c(=O)[nH]1)CCCC3	153.7	0.0	97.0	96.0	100.0	94.3	-13.6	95.4
CCCCN1CCNC[C@@H]1Cc1ccc(O)cc1	93.3	0.0	82.8	88.8	86.8	87.5	19.5	121.1
O=C(NCC(=O)N1CCOCC1)c1ccccc1	92.2	1.0	15.0[may fluoresce violet]	59.1[may fluoresce violet]	211.9*[may fluoresce violet]	?	4.3	93.6[may fluoresce violet]
Cc1ccc(N2CCN(C(=O)c3cccc([N+](=O)[O-])c3)CC2)cc1Cl	112.0	0.0	81.6	83.3	86.9	nt	3.9	77.0
Cc1nnc(NC(=O)C23CC4CC(CC(C4)C2)C3)s1	91.5	3.0	92.9	96.9	104.2	92.9	-11.2	94.9
Cc1ccc2cc(C(c3nnnn3C3CCCC3)N3CCN(c4ccccc4)CC3)c(=O)[nH]c2c1 (stereo not drawn)	96.9	4.0	106.9	102.3	101.7	103.2	-2.3	96.8
CCOc1ccc(C2CC(c3ccc(CC)cc3)Nc3nc(N)nn32)cc1 (stereo not drawn)	105.4	3.0	99.2	101.4	99.8	96.7	8.2	100.2
Cc1cnc(C(=O)Nc2ccccc2F)cn1	87.6	2.0	100.4	102.9	103.3	104.8	0.1	98.1
CCn1c(-c2nn(C)cc2Cl)n[nH]c1=S	94.7	8.0	107.5	107.2	111.8	104.8	7.0	103.0
Cc1nnsc1SCCNC(=O)c1ccc(F)cc1	120.5	0.0	105.0	99.4	95.7	97.8	6.5	100.5
CC1CCc2sc(C(=O)NN)cc2C1 (stereo not drawn)	97.6	0.0	95.8	95.5	89.0	84.7	22.3	106.3

6 entries already listed, ordered by count of non-hydrogen atoms, high to low.
SMILES	Yeast superoxide	GRK2 inh	AGP1-GFP MLPCN	RPL19A TOR yeast	MEP2 TOR yeast	CIT2 TOR yeast	VLA-4 inh	LAP4 TOR yeast
Cc1ccc(NC(=O)CC2OC(=O)c3ccccc32)cc1S(=O)(=O)N1CCOCC1 (stereo not drawn)	86.3	5.0	95.3	95.8	97.4	86.6	-0.4	93.9
CCn1c(CNC(=O)c2ccco2)nnc1SCC(=O)Nc1cccc(F)c1	106.8	0.0	98.6	99.5	97.0	95.3	8.3	96.9
COc1ccc(C(=O)NC(=S)NNC(=O)c2ccc(O)cc2)cc1[N+](=O)[O-]	109.1	0.0	104.4	102.7	103.0	102.6	-5.7	91.3
Cc1ccc(N2CCN(C(=O)c3cccc([N+](=O)[O-])c3)CC2)cc1Cl	112.0	0.0	81.6	83.3	86.9	nt	3.9	77.0
CCOc1cc(OCC)cc(C(=O)Nc2cccc(C(C)=O)c2)c1	86.3	0.0	94.4	99.2	105.2	96.4	7.5	110.7
CCCCN1CCNC[C@@H]1Cc1ccc(O)cc1	93.3	0.0	82.8	88.8	86.8	87.5	19.5	121.1

Further compounds
SMILES	Yeast superoxide	GRK2 inh	AGP1-GFP MLPCN	RPL19A TOR yeast	MEP2 TOR yeast	CIT2 TOR yeast	VLA-4 inh	LAP4 TOR yeast
O=C(c1ccc(Br)cc1)C(CN1CCOCC1)c1ccccc1 (stereo not drawn)	88.7	0.0	96.0	106.7	99.3	98.4	13.9	84.5
CCOC(=O)C(C)Sc1nc(C2CC2)cc(C(F)(F)F)c1C#N (stereo not drawn)	96.0	0.0	108.1	108.4	113.6	111.1	9.2	111.1
Cc1ccc(C2=CC(c3ccccc3)n3ncnc3N2)c(C)c1 (stereo not drawn)	99.2	1.0	85.5	91.9	97.6	88.5	4.0	112.3
FC(F)(F)c1ccc(CN2C[C@@H]3C(c4ccc(C(F)(F)F)cc4)C4(c5cccnc5)CC3(C4)[C@H]2c2ccccc2)cc1 (stereo partly drawn)	105.1	0.0	102.0	97.8	101.7	102.3	-10.5	94.0
O=C(COc1ccc(Cl)cc1Cl)Nc1ccc(S(=O)(=O)NC2=NCCCCC2)cc1	87.3	4.0	106.2	115.2	115.2	113.0	11.7	92.1
O=C(Nc1ccsc1C(=O)NC1CCCCC1)c1ccccc1	101.7	2.0	94.6	96.3	90.9	93.8	10.0	83.7
Cc1ccc([N+](=O)[O-])cc1NC(=S)NCCc1ccccc1	102.8	0.0	94.0	93.5	92.6	88.9	7.7	90.0
CC1=CCn2c(=O)c3ccccc3c(=O)n2C1	102.6	0.0	102.1	97.8	109.0	103.2	4.8	104.3
CC1CCN(C(=O)c2ccccc2SCC(=O)NCC2CCCCC2)CC1	93.5	1.0	103.1	96.5	107.3	94.7	-4.2	103.9
O=C(CN1C(=O)CCS(=O)(=O)c2ccccc21)Nc1ccc(F)cc1	90.3	2.0	104.9	103.9	106.5	94.2	8.9	100.2
Cc1ccc(NC(=O)CSc2nc3ccccc3c(=O)n2CCCC(=O)NCCCN2CCOCC2)cc1	88.8	0.0	103.8	100.5	99.8	96.6	-13.9	98.9
Cc1ccc(S(=O)(=O)N(C)C)cc1NC(=O)c1ccccc1SCC(=O)N1CCCC1	84.0	0.0	126.1	119.0	116.2	116.5	34.9	117.6
CC1CN(S(=O)(=O)c2ccc(C(=O)Nc3nnc(-c4ccco4)o3)cc2)CC(C)O1 (stereo not drawn)	90.2	2.0	104.9	106.3	105.4	102.0	7.2	101.5
COc1cc(N=CC2=C(O)c3ccccc3C2=O)cc(OC)c1	105.0	0.0	89.9	100.8	111.2	96.3	15.9	84.2
O=[N+]([O-])c1ccccc1NC(=S)N/N=C/c1ccc(O)c(O)c1	90.8	0.0	106.5	98.9	97.1	101.6	5.7	109.5
O=C(COC(=O)c1ccccc1Oc1ccccc1)NC1CCS(=O)(=O)C1 (stereo not drawn)	97.8	0.0	103.2	100.0	104.0	108.3	-0.2	98.8
Cc1cccc(-c2noc(CN(C)C(=O)COc3ccccc3)n2)c1	109.7	1.0	99.8	98.5	99.4	95.9	5.2	94.6
Cc1c(Br)c(C(F)(F)F)nn1CC(=O)N1CCCC1	102.1	0.0	95.2	99.9	98.2	95.9	-8.6	96.8
Cc1cc(C)cc(C(=O)N2CC(C)OC(C)C2)c1 (stereo not drawn)	102.8	2.0	108.0	101.3	103.8	99.9	10.3	98.4
CCn1c(=O)n(CC)c2cc(NC(=O)c3ccccc3Cl)ccc21	95.4	0.0	102.1	107.4	107.4	99.6	4.9	93.1
O=C(NCCCC1CCCC1)C1CCC(=O)N(Cc2ccccc2F)C1 (stereo not drawn)	93.9	0.0	97.7	100.3	120.4	99.6	-10.4	116.4
CCN1CCS/C1=C/C=C/C1=[N+](CC)CCS1	100.5	0.0	97.8	100.3	95.0	86.6	-21.7	99.5
CN(Cc1nc(Cc2ccccc2F)no1)Cc1cccc2ncccc12	100.0	2.0	102.5	106.6	102.5	100.2	11.5	92.8
Nc1nc(NC(=O)c2ccco2)nn1-c1ccccc1	100.4	0.0	100.9	99.5	101.9	98.5	6.7	95.9
O=C(Nc1cc(Cl)ccc1Oc1ccccc1)c1ccccc1F	110.8	2.0	91.1	94.4	97.7	97.0	10.3	90.2
CCOC(=O)C1CCCN(Cc2c(C(=O)N3CCOCC3)nc3ccccn23)C1 (stereo not drawn)	95.9	0.0	107.9	105.5	97.9	101.1	13.8	99.0
CNc1ncc(C(=O)c2ccc(Cl)cc2)s1	90.4	0.0	87.9	94.0	100.9	87.9	-2.5	97.0
CN(C)c1ccc(C(=O)N2CCN(c3cc(C(F)(F)F)nc4ccccc34)CC2)cc1	97.3	0.0	93.2	93.2	96.7	87.2	5.7	96.0
